PfG6PD inh: PfG6PD enzyme inhibitors, primary screen, biochemical, fluorescence intensity, uHTS; glucose-6-phosphate dehydrogenase-6-phosphogluconolactonase (Plasmodium falciparum 3D7); PfGluPho enzyme, NADPH resazurin-diaphorase fluorescence; inhibition, % at 20 µM; hit rate 0.78% among 350,000; AID 504690, 2011;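 active means inhibition reaching at least a set limit at 20 µM in the primary screen, cut at about 59% in these data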;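 further: 0% = DMSO wells with substrate and 100% = DMSO wells lacking glucose-6-phosphate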
hIAP activ: human IAP activators, primary screen, biochemical, luminescence, uHTS; Intestinal-type alkaline phosphatase (Homo sapiens), P09923; purified human IAP, CDP-Star luminescence, 30 min; hits give high values; 1 = vehicle-only enzyme, 0 = enzyme-free background; activation factor at 10 µM; hit rate 0.16% among 330,000; AID 2524, 2010;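 active means activation factor of the enzyme at least 2-fold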; further: the source names both 10 and 20 µM as test concentration; values of inactives mirror those of a sister screen read the other way
Target sequence (P09923 whole entry, looked up): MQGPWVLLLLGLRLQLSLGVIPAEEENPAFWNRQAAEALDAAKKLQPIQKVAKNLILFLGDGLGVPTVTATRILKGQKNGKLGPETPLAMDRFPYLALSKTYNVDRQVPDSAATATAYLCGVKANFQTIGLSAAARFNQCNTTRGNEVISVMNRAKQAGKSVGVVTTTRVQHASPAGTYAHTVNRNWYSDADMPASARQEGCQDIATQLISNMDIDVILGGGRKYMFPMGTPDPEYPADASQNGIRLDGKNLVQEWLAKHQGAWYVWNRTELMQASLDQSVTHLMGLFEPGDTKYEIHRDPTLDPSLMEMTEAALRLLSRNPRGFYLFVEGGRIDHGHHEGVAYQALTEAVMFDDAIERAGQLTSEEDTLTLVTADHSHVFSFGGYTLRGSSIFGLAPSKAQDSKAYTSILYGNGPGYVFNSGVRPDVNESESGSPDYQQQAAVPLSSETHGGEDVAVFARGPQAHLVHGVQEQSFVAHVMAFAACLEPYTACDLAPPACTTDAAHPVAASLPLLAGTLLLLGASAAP
SENP6 inh: SENP6 protease inhibitors, primary screen, biochemical, luminescence, uHTS; Sentrin-specific protease 6 (Homo sapiens), Q9GZR1; AID 2599, 2010; Recombinant SENP6 catalytic domain, aminoluciferin luminescence; inhibition, % at 10 µM; hit rate 1.8% among 330,000;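 active means inhibition above about 50% at the single tested dose, limit read from the data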;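 further: plate controls were DMSO wells with enzyme for no effect and DMSO wells lacking enzyme for full effect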
GRIN3A LBD mod: binders of NR3A ligand-binding domain, primary screen, biophysical, differential scanning fluorimetry, uHTS; Glutamate receptor ionotropic, NMDA 3A (GRIN3A) ligand-binding domain; NR3A LBD differential scanning fluorimetry, Tm shift; 0% = protein alone, 100% = glycine-bound protein; Tm shift relative to glycine control, % at 25 µM; hit rate 2.5% among 340,000; AID 1259313, 2017;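 active means melting temperature shift of at least 10% of the positive control shift, at one fixed dose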
SENP8 block: human SENP8 protease inhibitors, primary screen, biochemical, fluorescence, Nedd8 protein substrate, uHTS; recombinant SENP8; hit rate 0.64% among 360,000; inhibition, % at 20 µM; AID 602440, 2012; in the data active means inhibition mostly above about 40%, no sharp cut-off; inactive means mostly below about 27%
MPTP inh: mitochondrial permeability transition pore inhibitors, primary screen, biochemical, isolated mouse mitochondria, absorbance | hit rate 1.4% among 360,000 | Ca2+ swelling absorbance, 30 min | inhibition, % at 10 µM;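 active means inhibition of 50% or more, scaled per plate between neutral and stimulator controls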;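 further: 0% = DMSO wells given calcium and 100% = 1 mM EGTA wells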
ATG4B inh: ATG4B protease inhibitors, primary screen, biochemical, fluorescence, uHTS; Cysteine protease ATG4B (Homo sapiens), Q9Y4P1; ATG4B cleavage of LC3-PLA2, NBD-HPC fluorescence, 1 h; inhibition, % at 8.33 µM; hit rate 0.51% among 340,000; AID 504462, 2011; in the data active means inhibition above about 40%
Target sequence (Q9Y4P1 whole entry, looked up): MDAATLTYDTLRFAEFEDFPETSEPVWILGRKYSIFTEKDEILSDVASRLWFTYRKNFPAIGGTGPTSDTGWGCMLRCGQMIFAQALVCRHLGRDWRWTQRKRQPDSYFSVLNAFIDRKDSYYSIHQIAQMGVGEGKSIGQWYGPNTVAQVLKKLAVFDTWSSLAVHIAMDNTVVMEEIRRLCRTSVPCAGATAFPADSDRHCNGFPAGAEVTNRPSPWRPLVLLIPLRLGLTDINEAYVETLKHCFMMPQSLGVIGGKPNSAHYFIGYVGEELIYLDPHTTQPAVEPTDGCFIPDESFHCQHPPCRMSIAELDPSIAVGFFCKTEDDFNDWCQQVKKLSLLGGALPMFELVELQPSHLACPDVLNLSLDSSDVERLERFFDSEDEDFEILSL
SENP1 FRET inh: human SENP1 catalytic domain inhibitors, primary screen, biochemical, FRET, uHTS; Sentrin-specific protease 1 (Homo sapiens), Q9P0U3; recombinant SENP1 catalytic domain, CyPet-SUMO1-YPet FRET cleavage; inhibition, % at 10 µM; hit rate 0.21% among 360,000; AID 624204, 2012;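 active means inhibition at least 30% at 10 µM, raw YFP signal under a set limit, fluorescence ratio 0.5 to 1.5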;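 further: 0% = enzyme with DMSO and 100% = no enzyme wells; some results filed as inactive read as strong as hits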
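Material – human SENP1 catalytic domain · Input – SENP1 enzyme, 20 pM final · Compound dosing – single concentration of 10 µM compound, 0.5% DMSO final · Timing – enzyme reaction for 50 min at room temperature, dark · Measured by – FRET fluorescence in CFP and YFP emission channels · Control set – no-enzyme wells low, DMSO-plus-enzyme wells high control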
* marks the source's active call; other numbers are inactive results.

CCOC(=O)C(CC)n1cnc2c(nnn2-c2ccc(F)cc2)c1=O (configuration not stated) was read as PfG6PD inh 6, hIAP activ 1.1, SENP6 inh -23, GRIN3A LBD mod 0, SENP8 block 10, MPTP inh -1.1, ATG4B inh -16 and SENP1 FRET inh 0.
COc1ccccc1-c1cc(C(=O)N2CCN(S(=O)(=O)c3ccc(C)cc3)CC2)[nH]n1 was read as PfG6PD inh -4, hIAP activ 1.2, SENP6 inh 5, GRIN3A LBD mod 0, SENP8 block 14, MPTP inh -0.8, ATG4B inh 4 and SENP1 FRET inh 1.
CSc1nsc(SCC(=O)Nc2cccc(C(C)=O)c2)n1 was read as PfG6PD inh -19, hIAP activ 0.9, SENP6 inh -7, GRIN3A LBD mod -2, SENP8 block 13, MPTP inh 11, ATG4B inh -10 and SENP1 FRET inh 3.
Screening O=C(NC(NC(=S)Nc1ccc(Cl)c(Cl)c1)C(Cl)(Cl)Cl)c1ccco1 (configuration not stated) returned PfG6PD inh 9, hIAP activ 0.93, SENP6 inh -12, GRIN3A LBD mod 9, SENP8 block 8, MPTP inh 100*, ATG4B inh 21 and SENP1 FRET inh 6.
`O=C(Nc1ccc(Cc2ccncc2)cc1)c1ccc([N+](=O)[O-])o1` gave PfG6PD inh 6, hIAP activ 1, SENP6 inh -4, GRIN3A LBD mod -1, SENP8 block 29, MPTP inh 6.3, ATG4B inh -3 and SENP1 FRET inh -2.
COc1ccc(NC(=O)COc2ccc(CNCCCN3CCOCC3)cc2OC)cc1 was read as PfG6PD inh -13, hIAP activ 1, SENP6 inh -13, GRIN3A LBD mod 7, SENP8 block 20, MPTP inh -0.3, ATG4B inh 5 and SENP1 FRET inh 4.
For O=C(N=C1SC2CS(=O)(=O)CC2N1c1ccc(F)cc1)C1CC1 (configuration not stated) the results were PfG6PD inh 4, hIAP activ 1.1, SENP6 inh -12, GRIN3A LBD mod -2, SENP8 block -2, MPTP inh 0.0, ATG4B inh -1 and SENP1 FRET inh -1.
`COc1ccc(OC)c(C2=NOC(C(=O)Nc3cc(C)nn3-c3ccccc3)C2)c1` (configuration not stated) gave PfG6PD inh 6, hIAP activ 0.92, SENP6 inh -15, GRIN3A LBD mod -3, SENP8 block -145, MPTP inh 0.7, ATG4B inh 7 and SENP1 FRET inh 2.
For Cc1ccc2nc(COc3ccc(Cl)cc3)cc(=O)n2c1 the results were PfG6PD inh -6, hIAP activ 0.99, SENP6 inh -25, GRIN3A LBD mod -14, SENP8 block -364, MPTP inh 0.5, ATG4B inh 1 and SENP1 FRET inh -3.
Cc1oc(=O)c(NC(=O)c2ccccc2)cc1C(=O)c1ccccc1 was read as PfG6PD inh 3, hIAP activ 1.2, SENP6 inh 5, GRIN3A LBD mod 0, SENP8 block -13, MPTP inh 3.4, ATG4B inh 30 and SENP1 FRET inh 1.
COc1cc(S(=O)(=O)N(Cc2cccc(OC)c2OC)CC2CCCO2)ccc1-n1cnnn1 (configuration not stated) was read as PfG6PD inh 12, hIAP activ 1.1, SENP6 inh -29, GRIN3A LBD mod -2, SENP8 block 20, MPTP inh 0.1, ATG4B inh -5 and SENP1 FRET inh 3.
Screening CS(=O)(=O)c1nc2ccccc2n1Cc1ccccc1 returned PfG6PD inh 3, hIAP activ 1, SENP6 inh 4, GRIN3A LBD mod 1, SENP8 block 12, MPTP inh 1.5, ATG4B inh -17 and SENP1 FRET inh 2.
Cc1ccc(C(=O)Nc2ccccc2C(=O)N2CCCCCC2)cc1 was read as PfG6PD inh -1, hIAP activ 1.2, SENP6 inh -5, GRIN3A LBD mod -1, SENP8 block 12, MPTP inh 0.7, ATG4B inh -11 and SENP1 FRET inh 0.
`CN1CCn2cnc(C(=O)Nc3ccc(CNC(=O)OC(C)(C)C)cc3)c2C1=O` gave PfG6PD inh -17, SENP8 block 7, MPTP inh 0.4 and SENP1 FRET inh 1.
CC[C@@]12C(=O)N(c3cccc(F)c3)C(=O)N1[C@H](c1ccc(Cl)cc1)[C@@H]1C(=O)N(C3CCCCC3)C(=O)[C@@H]12 was read as PfG6PD inh 18, hIAP activ 0.84, SENP6 inh -4, GRIN3A LBD mod -2, SENP8 block 12, MPTP inh -0.1, ATG4B inh -11 and SENP1 FRET inh -1.
For N/C(=N\OC(=O)c1cccs1)c1cccnc1 the results were PfG6PD inh 14, hIAP activ 1.1, SENP6 inh 19, GRIN3A LBD mod -1, SENP8 block 12, MPTP inh 0.9, ATG4B inh 0 and SENP1 FRET inh 4.
For OC(CN1CCCC(C(F)(F)F)C1)c1ccccc1 (configuration not stated) the results were PfG6PD inh -6, hIAP activ 1.1, SENP6 inh -11, GRIN3A LBD mod -2, SENP8 block 10, MPTP inh 1.3, ATG4B inh -5 and SENP1 FRET inh 2.
Screening COc1ccc(/C(C)=C2/SC(=S)N(CCC(=O)O)C2=O)cc1 returned PfG6PD inh -6, hIAP activ 0.97, SENP6 inh -7, GRIN3A LBD mod -3, SENP8 block 18, MPTP inh 20, ATG4B inh 15 and SENP1 FRET inh 3.
`CC1=NN(C(N)=S)C(=O)C1N=Nc1ccc(C)c(Br)c1` (configuration not stated) gave PfG6PD inh -39, hIAP activ 1.3, SENP6 inh 95*, GRIN3A LBD mod 12*, SENP8 block 18, MPTP inh 4.5, ATG4B inh 4 and SENP1 FRET inh 0.
`COc1ccc(C)cc1NC(=O)C1CCCN(S(=O)(=O)c2ccc3[nH]c(=O)ccc3c2)C1` (configuration not stated) gave PfG6PD inh -15, hIAP activ 0.97, SENP6 inh -15, GRIN3A LBD mod 15*, SENP8 block -6, MPTP inh 0.8, ATG4B inh -8 and SENP1 FRET inh -4.
Screening COC(=O)c1[nH]c(C)c(/C(O)=C2\C(=O)C(=O)N(CCN(C)C)C2c2ccco2)c1C (configuration not stated) returned PfG6PD inh -2, hIAP activ 0.96, SENP6 inh -6, GRIN3A LBD mod -1, SENP8 block 21, MPTP inh -4.1, ATG4B inh 0 and SENP1 FRET inh -1.
Cc1cc(=O)oc2c(C)c(OC(C)C(=O)Nc3ccc(N4CCC(C)CC4)cc3)ccc12 (configuration not stated) was read as PfG6PD inh -10, hIAP activ 0.97, SENP6 inh -8, GRIN3A LBD mod -4, SENP8 block 10, MPTP inh 0.2, ATG4B inh 0 and SENP1 FRET inh 1.
`COc1ccc(Cl)cc1N(CC(=O)N1CCCCCC1)S(C)(=O)=O` gave PfG6PD inh -5, hIAP activ 1.2, SENP6 inh -3, GRIN3A LBD mod 0, SENP8 block 9, MPTP inh -0.6, ATG4B inh -3 and SENP1 FRET inh 3.
Screening Cc1ccc(NC(=O)C(C)C(=O)Nc2ccc(C)cc2)cc1 returned PfG6PD inh 5, hIAP activ 1.2, SENP6 inh -8, GRIN3A LBD mod -3, SENP8 block 2, MPTP inh -1.6, ATG4B inh 11 and SENP1 FRET inh 0.
Screening Cc1ccc(-n2nnnc2SCC(=O)NNC(=O)c2ccco2)c(C)c1 returned PfG6PD inh 5, hIAP activ 0.86, SENP6 inh 9, GRIN3A LBD mod -3, SENP8 block 18, MPTP inh -0.9, ATG4B inh 1 and SENP1 FRET inh 0.
`O=C(CC1(O)C(=O)N(Cc2ccc3c(c2)OCO3)c2ccccc21)c1ccccc1` (configuration not stated) gave PfG6PD inh -4, hIAP activ 1, SENP6 inh -18, GRIN3A LBD mod 0, SENP8 block 9, MPTP inh -0.4, ATG4B inh -8 and SENP1 FRET inh -1.
COc1ccc(CNS(=O)(=O)c2ccc3c(c2)N(C(C)=O)CCO3)cc1 was read as PfG6PD inh -7, hIAP activ 1, SENP6 inh 12, GRIN3A LBD mod 1, SENP8 block 10, MPTP inh 0.3, ATG4B inh 9 and SENP1 FRET inh 2.
For N=c1c2c3c(sc2ncn1N)CCCC3 the results were PfG6PD inh -16, hIAP activ 1.2, SENP6 inh -37, GRIN3A LBD mod -1, SENP8 block -5, MPTP inh 0.1, ATG4B inh 2 and SENP1 FRET inh -1.
`CCOCCCNC(=S)N1CCC(NC(=O)C23CC4CC(CC(C4)C2)C3)CC1` gave PfG6PD inh -2, hIAP activ 1.1, SENP6 inh -8, GRIN3A LBD mod -2, SENP8 block 2, MPTP inh -0.6, ATG4B inh 1 and SENP1 FRET inh 2.
COc1cccc(CC(=O)Nc2ccc(S(=O)(=O)Nc3nc(C)cc(C)n3)cc2)c1 was read as PfG6PD inh -15, hIAP activ 1, SENP6 inh 2, GRIN3A LBD mod 0, SENP8 block 0, MPTP inh 0.0, ATG4B inh 4 and SENP1 FRET inh 0.
O=[N+]([O-])c1ccccc1N=Nc1ccc(O)cc1O was read as PfG6PD inh -22, GRIN3A LBD mod -3, SENP8 block 65*, MPTP inh 36, ATG4B inh -5 and SENP1 FRET inh 7.
For O=C(O)c1cc(S(=O)(=O)N2CCN(S(=O)(=O)c3ccccc3)CC2)ccc1Cl the results were PfG6PD inh -7, hIAP activ 1.2, SENP6 inh -30, GRIN3A LBD mod -1, SENP8 block 14, MPTP inh 0.7, ATG4B inh 1 and SENP1 FRET inh -2.
`COc1cc(CNn2cn[nH]c2=S)ccc1OCC(=O)NC(C)(C)C` gave PfG6PD inh 30, hIAP activ 0.81, SENP6 inh 8, GRIN3A LBD mod 2, SENP8 block 9, MPTP inh 0.1, ATG4B inh 10 and SENP1 FRET inh 1.
`COc1ccc(NC(=O)CCC(=O)Nc2nnc(C(C)C)s2)cc1Cl` gave PfG6PD inh -7, hIAP activ 1, SENP6 inh -10, GRIN3A LBD mod 0, SENP8 block 4, MPTP inh -0.4, ATG4B inh 3 and SENP1 FRET inh 1.
`Cc1ccc(-c2nnc(SCC(=O)Nc3ccc(S(=O)(=O)N4CCCCCC4)cc3)o2)cc1` gave PfG6PD inh -11, hIAP activ 0.96, SENP6 inh -16, GRIN3A LBD mod 8, SENP8 block 17, MPTP inh -0.3, ATG4B inh 6 and SENP1 FRET inh 2.
Screening CC1CCN(C(=O)c2cc(-c3ccc4c(c3)OCO4)on2)CC1 returned PfG6PD inh 13, hIAP activ 1, SENP6 inh 40, GRIN3A LBD mod 0, SENP8 block -7, MPTP inh 1.2, ATG4B inh 2 and SENP1 FRET inh 1.
COC(=O)Cn1nnc(-c2cccc(OC)c2)n1 was read as PfG6PD inh -7, hIAP activ 1.4, SENP6 inh 0, GRIN3A LBD mod 1, SENP8 block 13, MPTP inh -2.1, ATG4B inh 12 and SENP1 FRET inh 3.
`COc1ccsc1C(=O)N1CCN(Cc2ccc3c(c2)OCO3)CC1` gave PfG6PD inh -7, hIAP activ 0.97, SENP6 inh -5, GRIN3A LBD mod 3, SENP8 block 20, MPTP inh -0.4, ATG4B inh -9 and SENP1 FRET inh -3.

Sorted by heavy-atom count (smallest number first): 3 of the compounds above
O=[N+]([O-])c1ccccc1N=Nc1ccc(O)cc1O was read as PfG6PD inh -22, GRIN3A LBD mod -3, SENP8 block 65*, MPTP inh 36, ATG4B inh -5 and SENP1 FRET inh 7.
`COc1ccc(NC(=O)CCC(=O)Nc2nnc(C(C)C)s2)cc1Cl` gave PfG6PD inh -7, hIAP activ 1, SENP6 inh -10, GRIN3A LBD mod 0, SENP8 block 4, MPTP inh -0.4, ATG4B inh 3 and SENP1 FRET inh 1.
`Cc1ccc(-c2nnc(SCC(=O)Nc3ccc(S(=O)(=O)N4CCCCCC4)cc3)o2)cc1` gave PfG6PD inh -11, hIAP activ 0.96, SENP6 inh -16, GRIN3A LBD mod 8, SENP8 block 17, MPTP inh -0.3, ATG4B inh 6 and SENP1 FRET inh 2.
